PAFAH1B3 FP inh = PAFAH1B3 enzyme inhibitors, primary screen, biochemical, fluorescence polarization, human. Platelet-activating factor acetylhydrolase IB subunit alpha1 (Homo sapiens), Q15102. recombinant PAFAH1B3, FP-rhodamine probe. inhibition, % at 3.39 µM. hit rate 0.28% among 340,000. AID 492972, 2010;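 active = inhibition above the screen-wide average of all tested compounds plus 3 SD, cut at about 25% in these data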;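 also: 0% = enzyme with DMSO only and 100% = wells lacking PAFAH1B3 protein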
Target sequence (Q15102 whole entry, looked up): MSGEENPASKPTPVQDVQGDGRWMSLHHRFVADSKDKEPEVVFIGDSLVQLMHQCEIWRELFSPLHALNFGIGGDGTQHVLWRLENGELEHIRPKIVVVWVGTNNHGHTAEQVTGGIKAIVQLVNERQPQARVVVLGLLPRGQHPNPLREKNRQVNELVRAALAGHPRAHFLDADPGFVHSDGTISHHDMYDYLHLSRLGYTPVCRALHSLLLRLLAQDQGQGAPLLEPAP
LYPLA1 inh = LYPLA1 inhibitors, primary screen, counter-screen for PME1 inhibitor project, biochemical, fluorescence polarization, FP-Rh probe ABPP; inhibition, % at 5.9 µM; recombinant LYPLA1; hit rate 0.16% among 320,000;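 active = inhibition above the mean of all tested compounds plus 3 SD, set per campaign, cut at about 14% in these data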;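 also: inhibitors block serine hydrolase probe labeling of LYPLA1 so polarization falls; 0% = enzyme with DMSO and 100% = wells lacking LYPLA1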
Target sequence (O75608 whole entry, looked up): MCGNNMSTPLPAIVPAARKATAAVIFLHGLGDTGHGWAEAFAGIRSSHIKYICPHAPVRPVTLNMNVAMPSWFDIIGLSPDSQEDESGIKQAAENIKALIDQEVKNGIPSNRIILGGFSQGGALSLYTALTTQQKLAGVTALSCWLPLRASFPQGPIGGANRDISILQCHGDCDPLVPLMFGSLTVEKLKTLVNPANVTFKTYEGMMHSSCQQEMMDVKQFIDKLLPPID
PME-1 primary = PME-1 inhibitors via competitive probe labeling, primary screen, biochemical, fluorescence polarization, FP-Rh probe, HTS; Protein phosphatase methylesterase 1 (Homo sapiens), Q9Y570; recombinant PME-1; inhibition, % at 5.9 µM; hit rate 0.53% among 320,000; AID 2130, 2009;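 active = inhibition above the campaign mean of all compounds plus 3 SD, cut at about 26% in these data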;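 also: competitive labeling of PME-1 active site by serine hydrolase directed probe; 0% = PME-1 with DMSO and 100% = wells lacking PME-1 enzyme; inhibitors block probe labeling so polarization falls and inhibition rises; many of its hits are not listed in these tables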
PAFAH1B2 FP inh = PAFAH1B2 enzyme inhibitors, primary screen, biochemical, fluorescence polarization, human. recombinant PAFAH1B2, FP-rhodamine activity probe. inhibition, % at 3.39 µM. hit rate 1.2% among 340,000. AID 492953, 2010;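 active = inhibition above the mean of all tested compounds plus 3 SD, cut at about 24% in these data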;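 also: 0% = enzyme with DMSO and 100% = wells lacking PAFAH1B2; many of its hits are not listed in these tables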
Target sequence (P68402 whole entry, looked up): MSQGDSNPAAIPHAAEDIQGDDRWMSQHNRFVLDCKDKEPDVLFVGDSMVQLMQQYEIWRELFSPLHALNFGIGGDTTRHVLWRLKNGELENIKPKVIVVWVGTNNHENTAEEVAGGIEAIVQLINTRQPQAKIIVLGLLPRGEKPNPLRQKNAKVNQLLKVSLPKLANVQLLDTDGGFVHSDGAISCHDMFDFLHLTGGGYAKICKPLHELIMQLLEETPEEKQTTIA
PAD4 inh = human PAD4 inhibitors, primary screen, biochemical, fluorescence polarization, 1536-well format; Protein-arginine deiminase type-4 (Homo sapiens), Q9UM07; recombinant PAD4, RCA probe fluorescence polarization; inhibition, % at 6.36 µM; hit rate 0.41% among 330,000;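 active = percent inhibition above a cutoff equal to the mean of all tested compounds plus 3 SD, cut at about 15% in these data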;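 also: 0% = PAD4 with RCA probe and DMSO and 100% = probe without PAD4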
Fam108B counter = mouse Fam108B serine hydrolase inhibitors, primary screen, counter-screen for RBBP9 inhibitor project, biochemical, fluorescence polarization. inhibition, % at 9.51 µM. recombinant Fam108B, FP-Rh probe fluorescence polarization. hit rate 0.33% among 300,000;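 active = inhibition above the screen mean inhibition plus 3 SD, computed separately per campaign, cut at about 18% in these data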;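 also: inhibitors lower polarization as less probe binds the enzyme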
GSTO1 inh = inhibitors of recombinant GSTO1, primary screen, counter-screen for RBBP9 inhibitor project, biochemical, fluorescence polarization; hit rate 1.1% among 300,000; AID 1974, 2009; Glutathione S-transferase omega-1 (Homo sapiens), P78417; inhibition, % at 5.96 µM; activity-based probe fluorescence polarization;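 active = inhibition above the campaign mean inhibition plus 3 SD, cut at about 35% in these data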;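 also: 0% = GSTO1-1 with DMSO and 100% = wells lacking GSTO1-1 enzyme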
Target sequence (P78417 whole entry, looked up): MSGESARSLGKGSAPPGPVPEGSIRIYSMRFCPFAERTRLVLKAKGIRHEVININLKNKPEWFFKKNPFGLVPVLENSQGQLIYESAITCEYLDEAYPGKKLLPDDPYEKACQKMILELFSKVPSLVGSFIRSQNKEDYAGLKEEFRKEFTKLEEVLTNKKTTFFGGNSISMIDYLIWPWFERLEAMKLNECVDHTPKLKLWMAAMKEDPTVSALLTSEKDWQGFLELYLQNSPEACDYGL
PAFAH2 FP inh = PAFAH2 enzyme inhibitors, primary screen, biochemical, fluorescence polarization, human; recombinant PAFAH2, FP-rhodamine activity probe; inhibition, % at 3.39 µM; hit rate 0.99% among 340,000; AID 492956, 2010;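 active = inhibition above the mean over all tested compounds plus 3 SD, cut at about 30% in these data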;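 also: inhibitors block probe labeling of enzyme so polarization drops; 0% = enzyme with DMSO and 100% = wells lacking PAFAH2 protein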
pPAFAH FP inh = pPAFAH enzyme inhibitors, primary screen, biochemical, fluorescence polarization, human. Platelet-activating factor acetylhydrolase (Homo sapiens), Q13093. recombinant pPAFAH, FP-rhodamine probe fluorescence polarization. inhibition, % at 3.39 µM. hit rate 1.5% among 330,000;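 active = inhibition above the mean inhibition across the screen plus 3 SD, cut at about 25% in these data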;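 also: inhibitors block binding of the rhodamine activity-based probe so polarization drops; 0% = enzyme with DMSO and 100% = wells lacking pPAFAH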
Numbers without * were called inactive; . = not tested or not shown. Some of the compounds tested; rates above refer to the full screens.

SMILES	PAFAH1B3 FP inh	LYPLA1 inh	PME-1 primary	PAFAH1B2 FP inh	PAD4 inh	Fam108B counter	GSTO1 inh	PAFAH2 FP inh	pPAFAH FP inh
COC(=O)[C@@]12CCCN1[C@H](c1ccc(-c3ccc(C(C)=O)cc3)c(OC)c1)[C@H]1C(=O)N(C)C(=O)[C@H]12	7	-3	-1	-3	-6	-6	0	5	4
CCS(=O)(=O)N1Cc2ccccc2CC1C(=O)Nc1cc(S(C)(=O)=O)ccc1Cl (centres undefined)	0	-2	-2	0	-3	-1	6	0	7
CCn1cc(C(=O)N2CCN(c3ccc([N+](=O)[O-])cc3)CC2)c(=O)c2ccc(C)nc21	-8	-1	5	-3	-6	4	-5	0	1
CC(=O)N1CCN(c2ccc(NC(=O)c3cccc([N+](=O)[O-])c3)cc2)CC1	-1	1	7	5	-4	-1	-5	2	7
Cc1ccccc1C(=O)NC(C(=O)Nc1nc2c(s1)CCCC2)C(C)C (centres undefined)	1	4	9	4	-1	2	5	2	-1
CSc1ccc(S(=O)(=O)Nc2ccc3c4c(cccc24)CC3)cc1	-2	-15	-9	-2	2	-15	1	-6	2
CCN1C(=O)[C@H]2[C@@H](c3ccc(-c4ccc(C(C)=O)cc4)c(OC)c3)N[C@@](Cc3ccccc3)(C(=O)OC)[C@H]2C1=O	8	-2	-2	0	1	1	4	8	4
Cc1cccc2[nH]c(CN(C)C(=O)CC3C(=O)NCCN3CC(C)(C)C)nc12 (centres undefined)	8	-1	1	5	-1	2	1	3	-6
CCSc1nc2c(c(=O)[nH]c(=O)n2C)n1CC(O)COc1ccccc1C (centres undefined)	6	-2	4	2	2	-3	0	0	2
CCn1nnc(NC(=O)c2cccnc2Cl)n1	9	3	0	7	-2	-3	-4	-3	2
CC(Oc1ccccc1)C(=O)Nc1nc(-c2ccncc2)cs1 (centres undefined)	5	-3	-1	8	0	.	.	9	4
Cc1ccc(S(=O)(=O)NC(C(=O)O)c2ccccc2)cc1 (centres undefined)	8	2	5	3	0	-6	0	6	5
O=C(CCS(=O)(=O)Cc1ccccc1)Nc1nc2c(s1)CCCC2	6	5	3	-1	3	-3	-5	0	8
Cc1cc(C)n(-c2ccc(C(=O)N3CCN(S(=O)(=O)c4ccc(Cl)cc4)CC3)cc2)n1	-4	-2	5	14	-2	.	.	13	-2
Cc1ccc(S(=O)(=O)N2CCOCC2)cc1NC(=O)COC(=O)CCc1c[nH]c2ccccc12	1	.	.	1	4	.	.	-2	19
NC(=O)NC(=O)CN1C(=O)NC2(CCOc3ccccc32)C1=O (centres undefined)	-1	2	-4	5	0	0	-6	2	3
Cc1ccc(S(=O)(=O)N(C)C)cc1NC(=O)c1ccccc1Br	8	1	-2	3	-4	0	4	1	3
CCOC(=O)C(=O)NN=C(c1ccccc1)c1ccccc1	2	3	-2	8	-3	-1	-5	1	1
CCOC(=O)c1ccccc1NC(=O)c1c(O)c2ccccc2n(CC)c1=O	0	-1	-2	-4	2	-19	-7	-6	7
Cc1ccc(-n2c(SCC(=O)NC3CCS(=O)(=O)C3)nc3ccccc3c2=O)cc1C (centres undefined)	-2	1	0	-3	3	0	-1	-2	5
CCN(CC)C(=O)C1CCCN(C(=O)c2cc(COc3ccc4ncccc4c3)on2)C1 (centres undefined)	5	-1	7	-4	-4	-3	-2	-7	10
O=C(CNC(=O)c1cccs1)N/N=C/c1cccc(Cl)c1	1	1	1	1	0	2	1	-1	3
CNC(=S)N1CCN(c2ccc(OC)cc2)CC1	3	-2	-1	-7	-1	0	1	-9	-4
Cc1c(C#N)c2ncn(CC#N)c(=O)c2n1-c1ccccc1	3	0	4	9	-2	2	4	9	1
Cc1ccc(S(=O)(=O)NNC(=O)C(O)(c2ccccc2)c2ccccc2)cc1	3	-3	-1	19	2	3	3	9	3
Cc1[nH][nH]c(=O)c1C(c1cc(Br)ccc1O)c1c(C)[nH][nH]c1=O	2	-1	0	1	-4	3	26	5	5
CCOC(=O)C1CCN(C(=O)CN(c2cccc(C(F)(F)F)c2)S(C)(=O)=O)CC1	-8	1	3	-5	5	2	-3	3	2
CC(c1ccccc1)N1CC(C(=O)N2CCN(c3ccccc3)CC2)CC1=O (centres undefined)	-3	0	-1	5	3	8	6	-3	1
CS(=O)(=O)c1nc(S(=O)(=O)c2ccc(Cl)cc2)c(NCCCN2CCCC2=O)s1	-4	0	12	-3	-1	1	-3	2	3
O=C1CCC(=O)N1OCCCOc1ccc2c(c1)CCC2	5	0	-2	3	-2	4	5	-4	1
COc1cccc(NC(=O)C(C)C)c1	-11	1	-9	2	-4	0	0	0	1
CCOC(=O)c1c(C)[nH]c(C(=O)CSc2nnc(-c3cccs3)n2Cc2ccccc2)c1C	5	-1	-7	-2	-2	-3	1	10	0
O=C1NCCN1CCNS(=O)(=O)c1ccccc1[N+](=O)[O-]	6	0	-8	4	3	3	-5	-7	6
O=[N+]([O-])c1cc(-c2csc(NCCc3nc4cc(Cl)c(N5CCCCC5)cc4n3CCCO)n2)ccc1Cl	2	-3	8	4	3	6	-2	1	12
CCOc1ccc(S(=O)(=O)Nc2ncn[nH]2)cc1	-5	1	1	1	1	2	1	-1	7
O=c1c2ccccc2ncn1C1CCCCC1	7	2	2	0	3	2	3	0	2
Cc1ccc(-n2ncc(C(=O)N3CCN(C(=O)c4ccco4)CC3)c2-n2cccc2)cc1	6	3	4	-2	-7	-3	3	7	2
CC(C)(C)C(=O)Nc1nnc(CC(=O)NCc2ccccc2)s1	8	0	0	6	0	3	8	-2	3
CC(=O)c1sc(NC(=O)C2(F)C(F)(F)C(F)(F)C(F)(F)C(F)(F)C2(F)F)nc1C	4	-1	-11	39*	1	2	-275	28	1
Cc1cc(NC(=O)c2ccc(Cn3nc(C)c(Br)c3C)o2)no1	7	1	4	-1	1	0	-1	-1	-2
O=C(c1ccco1)N(Cc1cccs1)C1CCS(=O)(=O)C1 (centres undefined)	7	-3	1	-4	-3	-3	4	-7	4
COC(=O)C12CCC(C)(c3nc4ccccc4nc31)C2(C)C (centres undefined)	.	5	7	.	-5	-7	-3	.	7
CCCNC(=S)N1CCC(n2cnc3ccccc32)CC1	15	0	8	4	1	3	2	3	1
O=C(c1ccccc1)N1CCCCC(S(=O)(=O)c2ccc3ccccc3c2)C1=O (centres undefined)	0	-5	0	2	-3	4	4	8	1
CC1(c2cc(F)ccc2F)NC(=O)N(CC(=O)Nc2cccc(S(=O)(=O)N3CCCC3)c2)C1=O (centres undefined)	10	-5	3	10	-2	.	.	-4	-1
C=CCC[C@H](Cc1ccc(F)cc1)C(=O)OC[C@H](Cc1c[nH]c2ccccc12)NC(=O)[C@H](CC=C)CC(=O)N[C@H](CO)Cc1ccccc1	6	.	.	7	-3	.	.	-1	11
COc1cccc(C2=CC(c3cccs3)n3nnnc3N2)c1 (centres undefined)	4	-4	21	5	-6	0	-3	-15	12
Cn1c2ccccc2c2n[nH]c(=O)nc21	6	0	-3	0	-2	1	-3	-3	6
CCCCN(C)CCNC(=O)C(=O)c1c(C)[nH]c2ccccc12	8	0	6	3	4	-2	9	3	2
COc1ccc(-c2cc(C)no2)cc1S(=O)(=O)NCCc1ccco1	3	1	-1	3	-1	5	-5	6	0
Cc1ccc(NS(=O)(=O)c2ccc(Cl)s2)cc1S(=O)(=O)N(C)C	2	-3	-2	10	-1	-6	6	-2	-2
CS(=O)(=O)Oc1ccc(/C=N/NC(=O)c2ccncc2)cc1	-9	0	-3	2	-7	4	2	5	0
Cc1c(Br)c([N+](=O)[O-])nn1CC(=O)Nc1ccc(C(C)C)cc1	1	-1	12	-2	4	-3	-5	1	21
CN(C)c1nc(N)nc(CSc2ccccn2)n1	4	4	-1	-3	-4	-1	-3	-4	4
COc1ccc(NC(=S)NN2CCN(C)CC2)cc1OC	-3	2	-5	-1	4	-3	6	5	-6
O=C(NC1CCCCC1)c1cc(-n2cnnc2)ccc1Cl	5	-4	-1	4	2	0	-4	-5	2
CCN(CC)CCn1c2c(c(SCC(=O)Nc3ccc4c(c3)OCO4)nc1=O)CCC2	5	-2	4	9	2	3	20	-12	2
C=CCOc1c(OC)cc(/C=N/Nc2cccc(C(=O)O)c2)c(Br)c1Br	5	6	46*	3	-3	25*	-3	24	14
Cc1cccc(C)c1OCC(=O)Nc1ncn[nH]1	2	2	-3	4	3	-1	-2	9	6
Cc1ccc(NC(=O)CSc2nc(-c3ccco3)cc(C(F)(F)F)n2)cc1C	-8	0	3	-2	1	-3	-5	-10	10
Later entries.
SMILES	PAFAH1B3 FP inh	LYPLA1 inh	PME-1 primary	PAFAH1B2 FP inh	PAD4 inh	Fam108B counter	GSTO1 inh	PAFAH2 FP inh	pPAFAH FP inh
O=C(NNC(=O)C1CCN(C(=O)Nc2ccccc2)CC1)c1ccc(F)cc1	10	4	-5	6	5	.	.	-2	3
CC1C(=O)Nc2ccc(S(=O)(=O)N3CCN(c4cccc(C(F)(F)F)c4)CC3)cc2NC1=O (centres undefined)	-2	-2	5	4	-3	-3	0	5	2
CCOC(=O)c1cc(NC(=O)Nc2cc(C)ccn2)c(C)nc1C	-12	-1	-5	-8	-1	-4	7	-3	2
COC(=O)c1ccc(Cl)c(NC(=O)CN(c2ccc(OC)c(OC)c2)S(C)(=O)=O)c1	6	2	9	-4	4	8	7	-2	-4
Cc1nc(NC(=O)COC(=O)C(NC(=O)c2ccco2)C(C)C)c(Cl)cc1Cl (centres undefined)	-6	0	6	-2	-4	-4	4	1	7
COc1ccc(C2C3C(C)=NN=C3CC(C)(O)C2C(C)=O)cc1 (centres undefined)	6	-3	2	-3	3	-2	8	0	1
COc1ccc(Br)cc1C1Nc2cccc3cccc(c23)N1	4	-1	0	-3	-9	2	4	12	5
O=C(CN1C(=O)C2C3C=CC(C3)C2C1=O)Nc1nc2ccccc2[nH]1 (centres undefined)	8	5	-2	10	-4	-2	-4	4	3
COc1ccc(NC(=O)CN(C)C(=O)c2ccc(OCc3ccccc3)c(OC)c2)cc1	14	2	2	3	2	2	4	0	-3
O=C(OCN1C(=O)c2ccccc2C1=O)c1ccc(Cl)nc1	2	-7	-2	5	-6	2	26	-2	7
c1ccc(Cc2ccc(OCCn3cncn3)cc2)cc1	6	0	1	13	6	-4	1	15	2
Cc1ccc(S(=O)(=O)Cc2ccc(C(=O)N3CCC(C(N)=O)CC3)o2)cc1	-1	0	-2	-5	-9	-4	-3	3	-7
CCC(C)N1CC(C(=O)O)CC1=O (centres undefined)	3	4	3	-4	-4	-1	6	-3	0
COc1cc([N+](=O)[O-])cc(CN2CCCCC2)c1O	7	0	5	3	-1	-4	-3	-2	6
